GSK3B inh – blocks human GSK3beta kinase activity. P49841. GST-GSK3beta kinase, ADP-Glo luminescence, 60 min; hits give low values. activity score (negative = inhibition), % at 10 µM. 300,000 tested, 0.038% active. AID 2097;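 active = more than half of replicate wells score below -50%, meaning over 50% inhibition versus plate controls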;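 also: 0% = median DMSO wells and -100% = median GW8510 positive control wells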
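Assay system: GST-tagged human GSK3beta kinase, cell-free; Input: 1.6 ng GSK3beta; Medium: Tris/MgCl2 kinase buffer; Timing: 60 min enzyme reaction, room temperature; Signal: ADP-Glo luminescence quantifying ADP generated by kinase; Evaluation: score relative to plate controls; Benchmarks: DMSO neutral wells and GW8510 at 20 µM as positive.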
KCNK3 inh – human KCNK3 channel inhibition, primary screen | CHO-KCNK3 thallium flux, FluxOR fluorescence; hits give low values | B-score at 10 µM | 340,000 tested, 0.84% active | AID 602410;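 active = B-score under library mean minus 4 SD, starting fluorescence ratio at most library mean plus 5 SD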;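 also: more negative B-score means stronger inhibition of thallium flux through KCNK3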
PolyA inhibitor – blocks polyadenylation in yeast reporter cells; S. cerevisiae SKY197-pL101 polyadenylation reporter, beta-gal luminescence; efflux-impaired pdr1/pdr3 knockout yeast; score 100 = 6 SD above DMSO; calls only at 12 µM; 300,000 tested, 0.02% active; AID 1875;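 active = lowest replicate activity score at least 50, where 100 means six control SD above control mean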;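 also: yeast exposed to compound for 9 h at 30 °C; higher score means more reporter readthrough which indicates perturbed polyadenylation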
KCNQ1 act – human KCNQ1 channel potentiation or activation. P51787. CHO-K1 KCNQ1, thallium flux FluxOR fluorescence; hits give high values. B-score at 10 µM. 310,000 tested, 0.35% active. AID 2648;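 active = fluorescence ratio B-score, a plate-corrected score, at least three library SD, with initial intensity B-score within 5 SD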
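Medium – assay buffer, equal DMSO in all wells · Material – CHO-K1 cell line with stable KCNQ1 potassium channel expression · Signal – kinetic FluxOR thallium fluorescence, 10-s 1-Hz baseline, 110-s post-stimulus read · Compound – single concentration per compound, DMSO matched to controls · Schedule – 37 °C overnight plating, 90-min dark dye load, 20-min compound pretreatment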
KCNK9 inh – inhibitors of human KCNK9 two-pore domain potassium channel; HEK293 KCNK9, FluxOR thallium flux fluorescence; hits give low values; B-score at 10 µM; 310,000 tested, 1.2% active; AID 488922;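 active = ratio B-score over 3 SD below the library mean, with starting fluorescence within 5 SD of its mean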;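 also: negative B-score means less thallium flux so channel inhibition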
HDAC3 inhib – human HDAC3 inhibition; inhibition, % at 8.3 µM; O15379; 320,000 tested, 0.15% active; AID 2718; recombinant HDAC3, fluorogenic peptide/trypsin coupled, fluorescence; in the data active = inhibition above about 26%, passing the limit was not always enough
Target sequence (O15379 whole entry, looked up): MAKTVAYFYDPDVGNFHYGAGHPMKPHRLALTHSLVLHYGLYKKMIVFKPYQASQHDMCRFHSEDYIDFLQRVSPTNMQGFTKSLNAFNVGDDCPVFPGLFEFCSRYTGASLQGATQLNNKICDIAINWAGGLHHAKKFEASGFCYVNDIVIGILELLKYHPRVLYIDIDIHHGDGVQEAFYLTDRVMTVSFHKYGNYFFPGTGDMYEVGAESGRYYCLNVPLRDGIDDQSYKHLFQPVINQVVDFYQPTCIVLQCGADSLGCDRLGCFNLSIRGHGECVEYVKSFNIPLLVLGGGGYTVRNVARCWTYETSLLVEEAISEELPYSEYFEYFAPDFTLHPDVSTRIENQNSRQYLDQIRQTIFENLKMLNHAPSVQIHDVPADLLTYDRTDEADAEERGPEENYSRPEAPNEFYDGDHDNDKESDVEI
KCNQ1 inh – inhibitors of human KCNQ1 potassium channel; P51787; CHO-K1 KCNQ1, FluxOR thallium flux fluorescence; hits give high values; B-score at 10 µM; 310,000 tested, 1.3% active;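 active = compounds whose thallium flux B-score, printed positive for inhibition, exceeds three library SD while starting fluorescence stays within three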;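 also: channel opened by potassium depolarization with thallium stimulus after 20 min compound exposure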
hERG rescue – hERG (human) protection from proarrhythmic block; activation (rescue from dofetilide block), less the hit threshold, % at 10 µM; 310,000 tested, 0.51% active; CHO-hERG, FluxOR thallium flux, dofetilide IC70 present; Q12809;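 active = activation above the mean of controls blocked by dofetilide plus 5 SD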;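 also: thallium influx through hERG after potassium depolarization seen as dye fluorescence rise; in these data hits start at about 4.7%; inactives centre near -7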
Dyrk1A ADPGlo – Dyrk1A (rat) kinase inhibition | AID 504441 | inhibition, % at 12.5 µM | ADP-Glo luminescence, NFATc1 peptide | 310,000 tested, 0.43% active; in the data active = inhibition above about 50%;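 also: plate controls were vehicle with enzyme for no effect and no enzyme for full effect; many of its hits are not listed in these tables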
RGS4 act – potentiators or activators of RGS4. HEK293 M3R/inducible RGS4, carbachol calcium flux Fluo4; hits give low values. B-score at 10 µM. 310,000 tested, 0.92% active. AID 463111;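 active = B-score of the integrated calcium signal more than 4 SD below the library mean, with starting fluorescence not abnormally high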;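 also: negative B-score means reduced calcium response which marks RGS4 activation or potentiation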
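test system = M3R-expressing HEK293 line, RGS4 induced by doxycycline | probe or stimulus = carbachol at ECmax as muscarinic agonist stimulus | timing = dye loading 30 min 37 °C, buffer rest 30 min RT | signal = calcium dye Fluo4 fluorescence | evaluation = B score from integrated fluorescence ratio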
GSK3 alpha inh – inhibitors of human GSK-3 alpha kinase; P49840; ADP-Glo luminescence, 60 min; 320,000 tested, 0.1% active; inhibition, % at 10 µM;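 in the data active = inhibition above about 50%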;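 also: GST-tagged GSK-3 alpha with peptide substrate and 25 µM ATP; 0% = DMSO neutral wells and 100% = GW8510 positive control wells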
Target sequence (P49840 whole entry, looked up): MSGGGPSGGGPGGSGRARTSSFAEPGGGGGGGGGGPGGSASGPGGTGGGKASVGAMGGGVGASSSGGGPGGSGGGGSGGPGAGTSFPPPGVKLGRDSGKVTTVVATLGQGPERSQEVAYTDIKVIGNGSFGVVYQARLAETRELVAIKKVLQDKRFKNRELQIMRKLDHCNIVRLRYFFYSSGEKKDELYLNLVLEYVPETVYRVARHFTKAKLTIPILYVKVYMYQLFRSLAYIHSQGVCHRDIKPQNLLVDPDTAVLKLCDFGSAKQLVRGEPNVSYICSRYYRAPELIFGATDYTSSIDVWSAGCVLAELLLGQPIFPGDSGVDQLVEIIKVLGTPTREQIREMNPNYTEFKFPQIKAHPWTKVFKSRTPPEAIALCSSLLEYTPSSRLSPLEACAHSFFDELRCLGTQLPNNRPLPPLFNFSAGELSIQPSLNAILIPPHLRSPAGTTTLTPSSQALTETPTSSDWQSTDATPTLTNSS
An asterisk follows results filed as active; i = inactive; nt = no result given. An excerpt (hit frequency here may not be typical).

SMILES | GSK3B inh | KCNK3 inh | PolyA inhibitor | KCNQ1 act | KCNK9 inh | HDAC3 inhib | KCNQ1 inh | hERG rescue | Dyrk1A ADPGlo | RGS4 act | GSK3 alpha inh
CN1CC2(C)CN(C(c3ccccc3)c3ccccc3)CC(C)(C1)C2O (centres undefined) | -1 | i | i | i | i | -3 | i | -7 | -3 | i | 1
O=C(Nc1ccc(F)c(Cl)c1)c1ccc2c(c1)OCO2 | -2 | i | i | i | i | 0 | i | -8 | 1 | i | -1
CS(=O)(=O)N1CCN(c2ccc([N+](=O)[O-])c(NCc3cccnc3)c2)CC1 | 1 | i | i | i | i | 2 | i | -11 | 0 | i | 2
O=C(NCc1ccc(F)cc1)C1CCC(CNS(=O)(=O)c2ccccc2)CC1 (centres undefined) | -1 | i | i | i | i | 0 | i | -4 | 1 | i | 8
O=C(Nc1ccc(Cn2ccnc2)cc1)c1cccc(C(F)(F)F)c1 | 0 | i | i | i | i | -1 | i | -5 | 3 | i | -4
COc1cccc(-n2nc3c(=S)[nH]nc(C)c3c2C)c1 | 3 | i | i | i | i | -3 | i | -3 | 0 | i | -2
CC1=C(C(=O)N2CCCC(N3CCN(c4cccc(Cl)c4)CC3)C2)OCCO1 (centres undefined) | 1 | i | i | i | i | -4 | i | -9 | -4 | i | 3
Fc1ccccc1CNc1cc(Cl)cc(Cl)c1 | -2 | i | i | i | i | 8 | i | -8 | 3 | i | -1
CC(=O)/C(=N/Nc1ccccc1C)N1CCOCC1 | -1 | i | i | i | i | -10 | i | -8 | -1 | i | -2
CN(CCOc1ccc(Cl)cc1)C(=O)c1ccc2c(=O)n3c(nc2c1)CCC3 | 3 | i | i | i | i | 2 | i | -15 | 2 | i | 0
CC(C)N(C1=CC(=O)OC12CCCCC2)C(C)C | -2 | i | i | i | i | -4 | i | -1 | 10 | i | -2
O=C(/C=C/c1ccccc1)NCCS(=O)(=O)N1CCN(c2ccccc2)CC1 | 0 | i | i | i | i | 5 | i | -13 | -2 | i | 1
Cc1nonc1CN(C)C(=O)c1ccc(OC2CCN(Cc3ccccn3)CC2)cc1 | 2 | i | i | i | i | -1 | i | 4 | nt | i | -2
CC(=O)/C(=C(/O)c1ccccc1)c1nc2ccccc2[nH]1 | nt | i | i | i | i | 10 | i | -7 | nt | i | 1
CCN(CC)C(=O)CSc1ncnc2sccc12 | -3 | i | i | i | i | -4 | i | -9 | 1 | i | -4
COc1cccc(C(=O)N2CCC(n3nccc3NC(=O)C(OC)c3ccccc3)CC2)c1 (centres undefined) | 2 | i | i | i | i | -2 | i | -12 | -9 | i | 0
COc1cc(CCC(=O)Nc2sccc2C#N)cc(OC)c1OC | 2 | i | i | i | i | 4 | i | -5 | 16 | i | 0
O=[N+]([O-])c1ccc(O)c(C=Nc2ccc3oc(Cc4ccc(Cl)cc4)nc3c2)c1 | 1 | nt | i | i | i | -2 | i | -11 | nt | i | 2
O=C(NN1CCN(Cc2ccccc2Cl)CC1)c1ccc(Br)cc1 | 1 | i | i | i | i | -7 | i | -7 | 5 | i | -2
CC1CCCCC1NC(=O)c1cc2ccccc2o1 (centres undefined) | -1 | i | i | i | i | 9 | i | -4 | -2 | i | -1
CCOC(=O)c1ccc(NC(=O)COc2ccccc2CNCCO)cc1 | 2 | i | i | i | i | 2 | i | -11 | -5 | i | 0
COc1cccc(/C=C2/SC(=S)N(CC(=O)NNC(=O)c3ccccc3O)C2=O)c1 | 3 | i | i | i | i | 8 | i | -12 | -3 | i | 0
Cc1ccc(C)c(N2CCN(c3nc4ccccc4c(=O)n3Cc3ccccc3)CC2)c1 | 2 | i | i | i | -7.6* | nt | i | -12 | 5 | i | nt
FCCCOc1ccc(-c2ccnc3ncnn23)cc1 | 0 | i | i | i | i | -179 | i | -4 | -1 | i | 1
O=S1(=O)CCC(NC(=S)N2CCCCCC2)C1 (centres undefined) | -4 | i | i | i | i | -4 | i | -4 | -1 | i | -1

An excerpt from the list above, for reference:
SMILES | GSK3B inh | KCNK3 inh | PolyA inhibitor | KCNQ1 act | KCNK9 inh | HDAC3 inhib | KCNQ1 inh | hERG rescue | Dyrk1A ADPGlo | RGS4 act | GSK3 alpha inh
O=C(NN1CCN(Cc2ccccc2Cl)CC1)c1ccc(Br)cc1 | 1 | i | i | i | i | -7 | i | -7 | 5 | i | -2
CC1CCCCC1NC(=O)c1cc2ccccc2o1 (centres undefined) | -1 | i | i | i | i | 9 | i | -4 | -2 | i | -1

The results go on:
SMILES | GSK3B inh | KCNK3 inh | PolyA inhibitor | KCNQ1 act | KCNK9 inh | HDAC3 inhib | KCNQ1 inh | hERG rescue | Dyrk1A ADPGlo | RGS4 act | GSK3 alpha inh
Cc1cc(NC(=O)CSc2nnc(-c3cccnc3)n2Cc2ccccc2)no1 | 8 | i | i | i | i | 3 | i | -9 | nt | i | 0
O=[N+]([O-])c1cccc(Cl)c1NCCNc1ncc(C(F)(F)F)cc1Cl | -3 | i | i | i | i | 7 | i | -1 | -6 | i | -4
O=C(CCN1CCC(c2ccccc2)C1)c1ccccc1 (centres undefined) | -1 | i | i | i | i | 4 | i | -10 | 1 | i | -2
CNC(=O)CC12CC3CC(CC(C3)C1)C2 | 0 | i | i | i | i | 5 | i | 5 | -7 | i | -2
COc1ccc(C(=O)/C(=C/c2cccs2)c2nc3ccccc3o2)cc1 | -1 | i | i | i | i | 11 | i | -9 | -4 | i | 3
O=C(Nc1ccccc1N1CCCC1)c1ccccc1F | -2 | i | i | i | i | 7 | i | -2 | 0 | i | -3
CCOC(=O)c1c(N)c(C#N)c2n1CCCCC2 | -1 | i | i | i | i | 2 | i | 1 | -7 | i | 1
COn1c(=O)c(-c2ccc(C)cc2)[n+]([O-])c2ccccc21 | -2 | i | i | i | i | 9 | i | -10 | -2 | i | 0
CCCCC(=O)OCCNC(=O)c1cc2ccccc2oc1=O | 0 | i | i | i | i | -3 | i | -6 | 16 | i | -3
O=C(CCC1CCCCC1)Nc1ncn[nH]1 | 1 | i | i | i | i | -1 | i | -10 | 1 | i | 0
COc1ccccc1NC(=O)C1=C(C)NC(SCC(=O)Nc2ccc(C(=O)O)cc2)=C(C#N)C1c1cccs1 (centres undefined) | 2 | i | i | i | i | 8 | i | -18 | 6 | i | -2
COc1ccccc1NC(=O)CCN1CC(C)OC(C)C1 (centres undefined) | -3 | i | i | i | i | -4 | i | -6 | 3 | i | -3
CCSc1ccccc1C(=O)N1CCN(c2ccc([N+](=O)[O-])cc2)CC1 | -3 | i | i | i | i | 1 | i | -2 | -1 | i | -2
CCC(C)(C)NC(=O)c1ccccc1Oc1ccccc1 | -1 | i | i | i | i | 2 | i | -7 | 0 | i | 0
CCOc1cc(NC(=S)NCCCOC)c(OCC)cc1NC(=O)c1cccs1 | 0 | i | i | i | i | 8 | i | -4 | -3 | i | -2
O=c1c2ccccc2nnn1Cc1ccc(Br)cc1 | 1 | i | i | i | i | -4 | i | 0 | 14 | i | -6
Cc1cc(NC(=O)CCC(=O)N(CC(=O)NC2CCCC2)c2ccc(Cl)c(Cl)c2)no1 | 1 | i | i | i | i | 4 | i | -7 | 2 | i | 1
CC1CCC(NC(=O)CC(NC(N)=O)c2ccccc2Cl)CC1 (centres undefined) | -2 | i | i | i | i | -4 | i | -4 | -8 | i | 3
O=C(Nc1cccnc1)c1cc(-c2cccc(Br)c2)nc2ccccc12 | 0 | -12* | i | i | -9.2* | nt | 15* | -18 | -1 | -7.1* | -5
CC(C)Cn1c(SCC(=O)N2CCN(S(=O)(=O)c3ccccc3)CC2)nc2ccccc21 | 0 | i | i | i | i | -2 | i | -13 | 6 | i | 0
N#C/C(=C\c1ccc[nH]1)C(=O)N1CCCCC1 | 1 | i | i | i | i | 2 | i | -9 | 0 | i | 1
COC(=O)c1cc2ccsc2n1CC(=O)N(C)c1ccccc1 | -2 | i | i | i | i | 0 | i | 0 | nt | i | -5
COc1ccc(Cl)cc1C(=O)Nc1nc2ccc(S(C)(=O)=O)cc2s1 | -3 | nt | i | i | i | -12 | i | -11 | nt | i | -2
Cc1cc(C(=O)Nc2ccc3c(c2)CCC3)ccc1[N+](=O)[O-] | -24 | i | i | i | i | -1 | i | -9 | nt | i | 16
O=C1CSC(=S)N1/N=C/c1ccc(O)c(O)c1O | 0 | i | i | i | i | 5 | i | -2 | 4 | i | 1

(listing goes on)
SMILES | GSK3B inh | KCNK3 inh | PolyA inhibitor | KCNQ1 act | KCNK9 inh | HDAC3 inhib | KCNQ1 inh | hERG rescue | Dyrk1A ADPGlo | RGS4 act | GSK3 alpha inh
Cc1cccc(C)c1OCc1cc(C(=O)N2CCCC2c2nonc2C)no1 (centres undefined) | 0 | -9.4* | i | i | i | -3 | i | -8 | -1 | i | 0
CC(Sc1ncc(C(F)(F)F)cc1Cl)C(=O)NC(N)=O (centres undefined) | -7 | i | i | i | i | 3 | i | -5 | 1 | i | -2
O=C(COc1ccc(/C=N/NS(=O)(=O)c2ccccc2)cc1)N1CCOCC1 | -3 | i | i | i | i | 2 | i | -4 | -2 | i | -2
COc1ccccc1C(OC(=O)c1cccs1)C(=O)NCc1ccco1 (centres undefined) | -3 | i | i | i | i | 6 | i | -21 | -3 | i | -1
CCN(CC(=O)Nc1ccccc1OC)C(=O)CCc1ccccc1 | 3 | i | i | i | i | 7 | i | -4 | 6 | i | 0
CC1CCCN(C(=O)c2cc3c(=O)n4ccccc4nc3s2)C1 (centres undefined) | -2 | i | i | i | i | -31 | i | -3 | 4 | i | -1
CCn1c(C(=O)N2CCC(C(=O)N3CCN(c4ccccn4)CC3)CC2)cc2sccc21 | -4 | i | i | i | i | -5 | i | -30 | 4 | i | -1
O=C(NCc1ccccc1)C1=C[C@@H](c2csc3ccccc23)C[C@@H](OCc2ccc(CO)cc2)O1 | 3 | i | i | i | i | -5 | i | -14 | 6 | i | -1
CC1(C)Cc2ccccc2-c2nnnn21 | 1 | i | i | i | i | 7 | i | -9 | -2 | i | -4
COc1ccccc1-c1nnc(-c2ccc(C)cc2)o1 | 2 | i | i | i | i | -7 | i | -9 | 7 | i | 1
Cc1nnc(SCC(=O)N(C2CCCCC2)C2CCS(=O)(=O)C2)n1N (centres undefined) | 1 | i | i | i | i | -2 | i | -7 | 16 | i | 1
CCN1CCCC1CNC(=O)c1cc2c(-c3cccc(OC)c3)nn(C)c2s1 (centres undefined) | -1 | i | i | i | i | -40 | i | -12 | 21 | i | 8
COc1cccc(/C=C/c2ccc3ccccc3n2)c1OC(C)=O | 0 | i | nt | i | i | -1 | i | -10 | 3 | i | -2

Screening data deposited in PubChem by several laboratories.
